FAS TE block – FAS thioesterase (human) inhibition; recombinant FAS-TE, OMFH fluorogenic substrate, fluorescence endpoint; inhibition, % at 15 µM; hit rate 0.67% among 360,000; AID 602261;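 active means compounds whose normalised, plate-corrected inhibition of enzyme fluorescence in the single-dose primary screen is 50% or more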;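 further: 0% = DMSO with enzyme and 100% = substrate without enzyme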
E coli Lon inh – inhibits E. coli Lon protease | P0A9M0 | purified E. coli Lon protease, fluorescence polarization | inhibition, % at 7.94 µM | hit rate 0.42% among 360,000; in the data active means inhibition above about 13%, passing the limit was not always enough;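 further: 0% = enzyme with probe and DMSO and 100% = no enzyme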
MT1-MMP act inh – blocks activation of human MT1-MMP; P50281; HT1080 RFP-PRO-GFP cells, GFP/RFP ratio fluorescence, overnight; percent of plate control window, DMSO zero; GFP/RFP ratio change, % at 20 µM; hit rate 0.061% among 360,000; AID 651647;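 active means GFP/RFP ratio change of at least 30% with cell ATP level not reduced by more than half and red fluorescence within 50% of control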; further: strong numbers were not always called active
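Material – HT1080 RFP-PRO-GFP cells · Control set – DMSO wells and RFP-L50D-GFP cells · Incubation – overnight cell settling, then overnight compound exposure, 37 °C, 5% CO2 · Compound dosing – single-point 20 µM compound, 1% DMSO · Read-out – GFP/RFP fluorescence ratio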
MsrA inhibitor – inhibits bovine methionine sulfoxide reductase A. purified bovine MsrA, absorbance read-out. inhibition, % at 15.5 µM. hit rate 0.75% among 360,000; in the data active means inhibition above about 4.5%;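 further: 0% = vehicle wells with enzyme and 100% = reference inhibitor wells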
Rin1-Abl PPI inh – blocks binding of human Rin1 to Abl; TR-FRET Rin1/Abl binding, biochemical; inhibition, % at 7.35 µM; hit rate 0.4% among 360,000; in the data active means inhibition above about 5%, passing the limit was not always enough
MsrA act – activates bovine MsrA enzyme. hit rate 0.3% among 360,000. activation, % at 10.6 µM. purified bovine MsrA, absorbance read-out. AID 602163; in the data active means activation above about 7.5%;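 further: 0% = vehicle and 100% = reference activator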
Neddyl block – blocks human cullin neddylation | calls only at 25 µM | TR-FRET cullin neddylation, biochemical | hit rate 0.58% among 360,000 | P61081+Q13564; in the data active means inhibition above about 36%
Target sequence (P61081 whole entry, looked up): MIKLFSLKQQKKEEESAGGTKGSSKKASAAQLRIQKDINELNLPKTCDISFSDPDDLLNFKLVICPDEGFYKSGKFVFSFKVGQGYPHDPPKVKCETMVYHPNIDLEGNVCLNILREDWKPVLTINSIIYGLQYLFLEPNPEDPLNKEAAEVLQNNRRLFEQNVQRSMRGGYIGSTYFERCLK
Target sequence (Q13564 whole entry, looked up): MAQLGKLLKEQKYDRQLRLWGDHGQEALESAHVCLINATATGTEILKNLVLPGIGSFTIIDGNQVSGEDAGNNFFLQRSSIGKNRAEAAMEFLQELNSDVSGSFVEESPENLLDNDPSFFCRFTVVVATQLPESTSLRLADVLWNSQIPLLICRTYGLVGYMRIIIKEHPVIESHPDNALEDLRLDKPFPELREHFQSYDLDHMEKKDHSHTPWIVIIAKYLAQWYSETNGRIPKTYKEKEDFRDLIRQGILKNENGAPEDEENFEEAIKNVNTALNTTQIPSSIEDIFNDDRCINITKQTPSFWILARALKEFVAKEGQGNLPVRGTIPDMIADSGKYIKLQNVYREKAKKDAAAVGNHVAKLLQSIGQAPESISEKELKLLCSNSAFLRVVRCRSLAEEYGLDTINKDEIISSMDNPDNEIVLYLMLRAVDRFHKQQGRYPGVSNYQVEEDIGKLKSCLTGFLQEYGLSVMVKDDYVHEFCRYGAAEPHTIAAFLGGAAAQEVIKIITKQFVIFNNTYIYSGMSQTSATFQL
SKN-1 inh – inhibitors of C. elegans SKN-1; hit rate 0.49% among 360,000; AID 624304; C. elegans VP596 Pgst-4::GFP/RFP ratio, acrylamide-induced, 24 h; inhibition, % at 21.8 µM;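 active means interference check ratio from 0.5 to 1.5 plus GFP to RFP signal ratio inhibition reaching or exceeding a fixed threshold, cut at about 30% in these data, passing the limit was not always enough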; further: some compounds called inactive have numbers as strong as hits
CendR NRP1 mod – alters CendR peptide binding to human NRP-1 | AID 602438 | inhibition, % at 25 µM | hit rate 0.85% among 360,000 | FAM-RPARPAR peptide binding to NRP-1, fluorescence polarization | O14786;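 active means inhibition or corrected inhibition above about 18%, plus a signal ratio from 0.5 to 1.5, limit read from the data, passing the limit was not always enough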; further: strong numbers were not always called active
Active calls of the source: *; i = inactive; . = no result given.

nr	smiles	FAS TE block	E coli Lon inh	MT1-MMP act inh	MsrA inhibitor	Rin1-Abl PPI inh	MsrA act	Neddyl block	SKN-1 inh	CendR NRP1 mod
1	CN1C(=O)N(C)C2C1N(CN1CCCCC1)C(=O)N2CN1CCCCC1 (centres undefined)	-4	-3	-1	-0.1	3	-1	i	9	10
2	Cn1c(SCc2ccc(Br)cc2)nc2ccccc2c1=O	27	-8	0	-1.0	2	-4	i	-3	10
3	CC(=O)C1=C(O)C(=O)N(CCO)C1c1ccccc1 (centres undefined)	-6	1	2	0.8	4	-12	i	-10	-5
4	CCOc1ccc(CC(=O)N2CCC3(CC2)NCCc2[nH]cnc23)cc1	1	-15	-2	0.2	7	-3	i	9	16
5	O=C(CCN1CCCCCC1)Nc1ccc(F)cc1	-7	-4	5	1.0	1	-2	i	13	-4
6	Cc1cccc(N2CC(C(=O)NCCC3=CCCCC3)CC2=O)c1C (centres undefined)	1	9	0	-0.1	-1	-11	i	6	-3
7	CCOC(=O)N1CCC(NCc2c(C(=O)N(C)Cc3ccccc3)nc3ccccn23)CC1	-2	-7	-2	-0.3	-2	-12	i	-4	2
8	C=CCN(CC=C)C(=S)Nc1ccc2nsnc2c1	2	4	-7	1.4	4	-4	i	24	30*
9	COc1ccc(C(CCNCc2ccc(N(C)C)cc2)c2ccccc2OC)cc1 (centres undefined)	-5	1	-3	-0.9	-1	-10	i	0	10
10	CCC1(C)Cc2ccccc2-c2c1c(=O)n(-c1ccc(C)cc1)c1nnnn21 (centres undefined)	7	-8	-9	-0.4	-1	-4	.	-4	2
11	CCN(CC)C(=O)c1c(Cl)nc(C)c([N+](=O)[O-])c1C	-7	-19	4	-0.6	-3	-3	i	4	0
12	COc1ccc(-c2nc(N)n[nH]2)cc1OC	-12	-6	3	-0.9	1	-2	i	11	8
13	CCN(CC)S(=O)(=O)c1ccc(N2CCCC2)c(NS(=O)(=O)c2ccccc2)c1	7	4	1	1.5	-3	-1	i	8	3
14	CCc1cc(-c2[nH]ncc2-c2ccc(OC)cc2)c(O)cc1O	-160	0	-3	7.1*	1	-1	i	-6	3
15	Cc1ccccc1N1CC(C(=O)N2CCc3ccccc32)CC1=O (centres undefined)	-1	-2	3	-0.9	1	-2	i	-3	11
16	CC1=NOC(=O)/C1=C/c1ccc(-c2ccc(Cl)cc2)o1	-6	-14	-6	.	1	-2	i	37*	-90
17	Cc1ccc(C(=O)CCC(=O)NC2CCCC(C)C2C)cc1 (centres undefined)	3	-1	-2	-0.3	-1	-3	i	-2	7
18	N#Cc1ccsc1NC(=O)CN1CCN(c2ccc(O)cc2)CC1	-9	-1	-1	1.0	10*	-2	i	-9	-6
19	CN1CC(=O)N(CCOc2ccccc2)C1=O	-7	2	0	0.0	2	-4	i	8	1
20	CCCCOc1ccc(C(=O)NCC(=O)N2CC(C)OC(C)C2)cc1 (centres undefined)	-6	-7	-1	-1.1	0	-2	i	25	2

12 structures from above, sorted by SMILES length, low to high:
nr	smiles	FAS TE block	E coli Lon inh	MT1-MMP act inh	MsrA inhibitor	Rin1-Abl PPI inh	MsrA act	Neddyl block	SKN-1 inh	CendR NRP1 mod
19	CN1CC(=O)N(CCOc2ccccc2)C1=O	-7	2	0	0.0	2	-4	i	8	1
5	O=C(CCN1CCCCCC1)Nc1ccc(F)cc1	-7	-4	5	1.0	1	-2	i	13	-4
8	C=CCN(CC=C)C(=S)Nc1ccc2nsnc2c1	2	4	-7	1.4	4	-4	i	24	30*
17	Cc1ccc(C(=O)CCC(=O)NC2CCCC(C)C2C)cc1 (centres undefined)	3	-1	-2	-0.3	-1	-3	i	-2	7
15	Cc1ccccc1N1CC(C(=O)N2CCc3ccccc32)CC1=O (centres undefined)	-1	-2	3	-0.9	1	-2	i	-3	11
16	CC1=NOC(=O)/C1=C/c1ccc(-c2ccc(Cl)cc2)o1	-6	-14	-6	.	1	-2	i	37*	-90
6	Cc1cccc(N2CC(C(=O)NCCC3=CCCCC3)CC2=O)c1C (centres undefined)	1	9	0	-0.1	-1	-11	i	6	-3
20	CCCCOc1ccc(C(=O)NCC(=O)N2CC(C)OC(C)C2)cc1 (centres undefined)	-6	-7	-1	-1.1	0	-2	i	25	2
11	CCN(CC)C(=O)c1c(Cl)nc(C)c([N+](=O)[O-])c1C	-7	-19	4	-0.6	-3	-3	i	4	0
9	COc1ccc(C(CCNCc2ccc(N(C)C)cc2)c2ccccc2OC)cc1 (centres undefined)	-5	1	-3	-0.9	-1	-10	i	0	10
10	CCC1(C)Cc2ccccc2-c2c1c(=O)n(-c1ccc(C)cc1)c1nnnn21 (centres undefined)	7	-8	-9	-0.4	-1	-4	.	-4	2
7	CCOC(=O)N1CCC(NCc2c(C(=O)N(C)Cc3ccccc3)nc3ccccn23)CC1	-2	-7	-2	-0.3	-2	-12	i	-4	2

Carrying on:
nr	smiles	FAS TE block	E coli Lon inh	MT1-MMP act inh	MsrA inhibitor	Rin1-Abl PPI inh	MsrA act	Neddyl block	SKN-1 inh	CendR NRP1 mod
21	CC(C(=O)Nc1ccccc1C(=O)N1CCOCC1)N(c1ccccc1)S(C)(=O)=O (centres undefined)	-6	-8	-5	0.4	-1	-3	i	-4	-1
22	O=C(COc1ccc2c3c(c(=O)oc2c1)CCC3)N1CCN(c2ccccc2)CC1	50*	5	-1	1.1	1	-2	i	-7	5
23	CC(C)NC(=O)CSc1nc(N)c(NC(=O)c2ccco2)c(=O)[nH]1	-5	1	0	0.8	-6	-3	i	-1	0
24	COc1ccccc1CNC(=O)c1sccc1C	-3	-7	-2	0.6	-1	-4	i	10	2
25	CC1(C)Cc2ccccc2-c2nc(NCCO)n(-c3ccccc3)c(=O)c21	-4	-3	1	1.7	-1	-5	.	5	15
26	CC1(C)Cc2cccc(OCC(O)CN3CCN(c4ccccn4)CC3)c2O1 (centres undefined)	-10	-11	3	-0.2	3	-2	i	3	-6
27	COc1ccc(N(CC(=O)N2CCN(c3cccc(Cl)c3)CC2)S(=O)(=O)c2c(C)noc2C)cc1	28	-2	0	0.5	-1	-3	i	5	7
28	CCCCNS(=O)(=O)/C=C/c1ccccc1	-7	-4	-3	-0.5	-2	4	i	9	4
29	CC12CNCC(C)(CN(C(c3ccccc3)c3ccccc3)C1)C2	-28	8	4	-0.2	0	-5	i	7	31*
30	Oc1ccc[n+](CCCCC[n+]2cccc(O)c2)c1	-5	-7	1	3.3	-6	-3	i	10	-1
31	Cc1ccccc1NC(=O)CSCCO	-10	-12	-1	-0.9	4	-2	i	-12	-9
32	COC(=O)c1cccc(NC(=O)Cn2cnc3c2c(=O)n(C)c(=O)n3C)c1	-6	-10	8	-0.2	3	-2	i	-2	-1
33	Cc1cc(C)c(S(=O)(=O)NCc2nc3nc(C)cc(C)n3n2)c(C)c1	-1	7	-1	-0.3	-2	-1	i	2	4
34	CCn1c(SCC(=O)OC)nnc1-c1ccncc1	-6	7	5	0.1	-2	-4	i	10	10
35	CCOC(=O)c1ccccc1NC(=O)CSc1nncn1C	-5	-5	1	-1.1	4	-3	i	7	-8
36	CCCCN(CC)C(=S)Nc1ccc2nc3n(c(=O)c2c1)CCCCC3	-5	-7	19	0.7	1	-3	i	-1	-5
37	COc1ccc([C@H]2CC(=O)C[C@@H](CCn3cc(C(C)C)nn3)O2)cc1	-8	4	3	-0.3	.	3	i	-10	12
38	COc1cccc(N2CCN(C(c3ccccn3)c3nnnn3C(C)(C)C)CC2)c1 (centres undefined)	-4	-1	5	0.5	-1	-2	i	9	15
39	O=C(O)CCC(=O)Nc1ccccc1C(=O)Nc1ccccc1	-2	-3	0	0.5	0	-12	i	-14	6
40	CC(=O)N1c2ccc(S(=O)(=O)N3CCCCC3)cc2CC1C(=O)Nc1ccc(F)cc1C (centres undefined)	1	-6	-3	0.6	1	0	i	17	0
41	CCN(C(=O)Cc1ccccc1OC)c1nnc(-c2ccncc2)s1	-2	-8	-4	1.2	0	1	i	7	-2
42	N#CCCN(C(=O)COC(=O)C1=COCCO1)c1ccc(F)cc1	-9	-7	3	0.3	-1	-4	i	0	3
43	O=C(COC(=O)COc1ccccc1)NCc1ccc2c(c1)OCO2	-3	7	-5	0.8	-3	-3	i	9	-7
44	Cc1nc(SCC(=O)NCCc2ccccc2)c2oc3ccccc3c2n1	-11	1	1	-0.2	0	-12	i	3	7
45	COc1cc(CC(=O)Nc2c(-c3ccccc3)[nH][nH]c2=O)cc(OC)c1	.	.	-5	0.4	.	.	i	16	4
46	CCOC(=O)C1(CC2CC2)CCN(Cc2cn[nH]c2-c2ccccc2)CC1	-7	-3	-1	1.9	4	-3	i	8	9
47	CC(=O)c1ccc(S(=O)(=O)N2CCCC(N(C)CCc3ccccn3)C2)cc1 (centres undefined)	-5	0	-4	-0.3	1	-3	i	5	10
48	COc1ccc(CCC(=O)OCC(=O)Nc2ccccc2OC(F)F)cc1OC	-2	0	0	0.1	2	-2	i	1	2
49	Cc1ccc(N2CC(C(=O)Nc3nnc(SCC(=O)Nc4nc(C)cs4)s3)CC2=O)cc1 (centres undefined)	-2	4	-1	-0.2	0	-9	i	-7	-3
50	COCCCNC(=O)CN(c1cc(Cl)ccc1OC)S(C)(=O)=O	-5	-5	-4	0.0	-3	-2	i	5	12
51	COc1ccccc1Nc1ncc(C(=O)Nc2ccc(OC)c(OC)c2)c2ccccc12	9	0	13	0.7	1	-9	.	-7	-3
52	COc1ccc(C(=O)NCCN2CCOCC2)c(OC)c1OC	-5	0	3	-0.7	1	-4	i	-8	7
53	COc1ccc(OC)c(CN2CCN(C(=O)c3cccc(S(=O)(=O)Nc4ccccc4OC)c3)CC2)c1	0	-2	-4	0.1	3	-4	i	4	7
54	COc1nc(Nc2cccc([N+](=O)[O-])c2)nc(OC)n1	1	-4	-3	0.3	-4	-2	i	0	-2
55	CCOC(=O)c1c(NC(=O)CSc2nnc(-c3ccccc3)n2CC)sc(C(C)=O)c1C	51*	-1	0	2.6	-10	-3	i	10	-19
56	COc1cccc(-c2nnc(NC(=O)c3ccc4ncsc4c3)o2)c1	0	-5	3	2.1	-2	-4	i	13	-14
57	CCN(CC)C(=O)COc1coc(CN2CCN(Cc3ccccc3)CC2)cc1=O	-1	-3	-3	1.8	0	-3	i	24	1
58	Cc1ccc(S(=O)(=O)NCCC(=O)N2CCN(Cc3ccccc3)CC2)cc1	-10	-4	-2	0.6	3	-13	i	-8	10
59	O=C(O)c1cccc(Cn2cccn2)c1	-3	-4	3	1.7	-1	-1	i	-5	2
60	N#C/C(=C\c1ccccc1OCC(=O)O)c1nc2ccccc2[nH]1	-2	-3	-1	3.3	2	-2	i	-1	-11
61	Cc1nn(C(C)C(=O)NCc2cccs2)c(=O)c2nn(-c3ccccc3)c(C)c12 (centres undefined)	-3	7	2	-0.2	5	-3	i	1	1
62	Cc1ccc(OCC(=O)N2CCOCC2)cc1C	-5	2	-2	0.2	0	-10	i	1	3
63	COc1ccc(S(=O)(=O)N2CCc3ccccc32)cc1C(=O)OCc1c(C)noc1C	14	9	-1	0.2	0	1	i	17	2
64	O=C(CNC(=O)C1COc2ccccc2O1)N/N=C/c1ccc([N+](=O)[O-])cc1 (centres undefined)	11	-15	-2	2.2	-4	-2	i	10	-5
65	CCOc1ccccc1N/C=C/C(=O)C(C)(C)C	7	7	1	-0.2	-1	-1	i	11	-8
66	Cn1ccnc1C(=O)c1cc(SCC(=O)NCc2ccccc2)nc2ccccc12	0	-22	-38	1.9	0	-5	i	10	-4

Screening data from PubChem.
